KB-3-1 cytotox: qHTS assay for MDR1-selective chemotherapeutics: Primary screen using the parental adenocarcinoma cell KB-3-1; KB-3-1 viability, CellTiter-Glo ATP luminescence, 72 h; Potency, µM (top dose mostly 46.1 µM), without a hit: top-dose activity change, negative = cytotoxic, hits mostly cytotoxic; 1.4% of 400,000 active; AID 1347075, 2019; also: potency is read from the fitted curve at half-maximal effect; % is scaled to controls: 0 for no effect and ±100 for the full control effect; nearly all actives have a fitted effect of over 60% in size
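Cytotoxicity measured as CellTiter-Glo luminescence after 72 h at 37 C. Compound titrations were pinned onto drug-naive KB-3-1 parental adenocarcinoma cells grown in DMEM with 10% FBS, and normalized data fitted to concentration-response curves.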
HT1080NT lethal: qHTS for induction of synthetic lethality in tumor cells producing 2HG: qHTS for the HT-1080-NT fibrosarcoma cell line; AID 686970, 2013; HT-1080-NT fibrosarcoma viability, CellTiter-Glo ATP luminescence, 48 h; Potency, µM (highest dose often 46.1 µM), inactives show at the top dose activity, negative = less viability, hits mostly cytotoxic; 1.6% of 360,000 active;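 also: NT is the 2HG producing partner of a matched IDH1 knockdown line; potency is read from the fitted curve at half-maximal effect; 0% = DMSO-treated cells and -100% = media-only wells without cells; nearly all actives have a fitted effect of over 55% in size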
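Read-out is CellTiter-Glo luminescence after 10 minutes at room temperature, following 48 hours' compound treatment of HT-1080-NT cells (750 cells/well, RPMI, 5% FBS, 37 degrees C).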
KB-V1 cytotox: qHTS assay for MDR1-selective chemotherapeutics: Primary screen using the drug-selected MDR subline cells KB-V1; Potency, µM (top dose mostly 46.1 µM), inactives show at the highest dose activity change, negative = cytotoxicity, actives largely listed as cytotoxic; KB-V1 MDR cells viability, CellTiter-Glo, 72 h; 3.4% of 400,000 active; also: potency is read from the fitted curve at half-maximal effect; % is scaled to controls: 0 for no effect and ±100 for the full control effect; nearly all actives have a fitted effect of over 60% in size
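Drug-selected KB-V1 cells, grown in DMEM lacking phenol red with 10% FBS, receive compound titrations; after three days at 37 degrees C, surviving cell ATP is quantified by CellTiter-Glo luminescence and responses normalized and curve-fitted.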
SW480 rerep: A quantitative high throughput screen for small molecules that induce DNA re-replication in SW480 colon adenocarcinoma cells. SW480 DNA re-replication, Hoechst DNA content imaging, 48 h. Potency, µM (series often up to 46.1 µM), inactives show at the highest dose re-replication activation, most hits filed as activators. 1.8% of 340,000 active. AID 624297, 2012; also: potency is read from the fitted curve at half-maximal effect; % of control where 0% means no effect; nearly all actives have a fitted effect of over 55% in size
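DNA re-replication was detected as more nuclei of elevated Hoechst intensity after 48 hr exposure to compound (23 nL pinned per well of 250 cells).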
HT1080 IDH1KD tx: qHTS for induction of synthetic lethality in tumor cells producing 2HG: qHTS for the HT-1080-IDH1KD cell line | HT-1080 IDH1 knockdown viability, ATP luminescence, 48 h | Potency, µM (series often up to 46.1 µM), without a hit: at the highest dose activity, negative = toxicity, most hits filed as cytotoxic | 2% of 360,000 active | AID 686971, 2013;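 also: potency is read from the fitted curve at half-maximal effect; 0% = DMSO wells and -100% = cell-free medium wells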
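Assay cells: HT-1080 with IDH1 knockdown, 750 per well, RPMI/5% FBS. Exposure: 48 h at 37 °C following 2 h pre-incubation. Read: CellTiter-Glo luminescence; fitted concentration-response, curve class assigned.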
D3 antag: qHTS of D3 Dopamine Receptor Antagonist: qHTS; D(3) dopamine receptor (Homo sapiens), P35462; D3R cells, DiscoveRx beta-arrestin luminescence, antagonist mode; active compounds read low; max response, negative = inhibition, %; 2.5% of 360,000 active; AID 652054, 2013; in the data active = max response below about -50%; inconclusive = no clear call, values can overlap the other calls; also: % is scaled to controls: 0 for no effect and ±100 for the full control effect; mostly tested at two doses, the higher about 12 µM
Target sequence (P35462 whole entry, looked up): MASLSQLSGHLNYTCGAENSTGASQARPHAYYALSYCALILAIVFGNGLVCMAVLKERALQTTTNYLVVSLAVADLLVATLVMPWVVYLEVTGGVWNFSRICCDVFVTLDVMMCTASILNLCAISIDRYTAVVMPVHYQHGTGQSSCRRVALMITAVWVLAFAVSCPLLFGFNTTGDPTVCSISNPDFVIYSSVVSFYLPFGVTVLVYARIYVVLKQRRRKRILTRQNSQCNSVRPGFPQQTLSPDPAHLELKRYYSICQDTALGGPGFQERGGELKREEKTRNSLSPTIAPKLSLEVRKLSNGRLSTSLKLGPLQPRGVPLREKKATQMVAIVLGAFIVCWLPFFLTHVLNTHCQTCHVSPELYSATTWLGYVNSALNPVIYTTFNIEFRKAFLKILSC
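Cells expressing the human receptor were seeded at 1500 cells/well, incubated overnight at 37 degrees C in 5% CO2, then exposed to library compounds with dopamine controls for 90 minutes at 37 degrees C before luminescent detection.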
GLP-1R agonist: qHTS of GLP-1 Receptor Agonists. HEK293 GLP-1R CRE-luciferase, luminescence, 4-6 h; cells express a hypersensitive GLP-1R form. AID 624172, 2012. Potency, µM (series often up to 45.6 µM), inactives show at the top dose activation, most hits filed as activators. 0.007% of 380,000 active; also: potency is read from the fitted curve at half-maximal effect; % of control where 0% means no effect
Target sequence (P43220 whole entry, looked up): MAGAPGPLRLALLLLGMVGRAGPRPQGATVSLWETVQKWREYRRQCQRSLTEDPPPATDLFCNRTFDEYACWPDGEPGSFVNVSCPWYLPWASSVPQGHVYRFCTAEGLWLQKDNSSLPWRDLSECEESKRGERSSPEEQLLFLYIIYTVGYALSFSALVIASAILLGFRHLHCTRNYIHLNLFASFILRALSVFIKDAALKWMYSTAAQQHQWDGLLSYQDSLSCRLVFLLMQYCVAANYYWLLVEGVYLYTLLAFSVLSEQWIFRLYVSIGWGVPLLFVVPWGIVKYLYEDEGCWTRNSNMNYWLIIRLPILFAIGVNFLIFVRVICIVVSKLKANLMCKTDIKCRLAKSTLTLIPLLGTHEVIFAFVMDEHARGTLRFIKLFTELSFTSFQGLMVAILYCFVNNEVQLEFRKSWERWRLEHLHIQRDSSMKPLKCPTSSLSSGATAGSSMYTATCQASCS
D3 ag: qHTS of D3 Dopamine Receptor Agonist: qHTS; D(3) dopamine receptor (Homo sapiens), P35462; max activation, %; AID 652048, 2013; D3R DiscoveRx beta-arrestin cells, luminescence, 90 min; 0.58% of 410,000 active; in the data active = max activation above about 30%; also: 0% is about no effect; mostly tested at two doses, the higher about 12 µM
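Agonist-mode cell screen: cells plated at 1500/well and incubated overnight at 37 °C, then exposed to library compounds for 90 min at 37 °C. Detection reagent was added for 30–60 min at room temperature, and luminescence was read.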
IL1B secr inh: qHTS for Inhibitors of Inflammasome Signaling: IL-1-beta AlphaLISA Primary Screen; THP-1 LPS/ATP IL-1B secretion, AlphaLISA, 16 h; active compounds read low; activity change, % at 57.5 µM; 4.7% of 360,000 active; in the data active = activity change below about -50%; inconclusive = mostly about -30% to -49%; also: % is scaled to controls: 0 for no effect and ±100 for the full control effect
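THP-1 cells pretreated 1 hr with compounds (up to 57.5 uM final), then stimulated with LPS (250 ng/mL final) plus ATP (1.25 mM final); secreted IL-1B measured by AlphaLISA after 16 hr, decreased signal indicating inhibition.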
Starred values were filed as active, the others as inactive. Unless noted, calls follow the shape of the dose curve; as a rule, active = well fitted curve in the direction sought with a large enough effect; inconclusive = small, poorly fitted or top-dose-only effect, or another doubt; inactive = no such curve, though single readings can be large; an effect the other way counts as inactive or inconclusive. This is a random part of the collection. About 12% of those tested had a hit in this group.

How did COc1cc(C(=O)N2CCCCC2)ccc1OCC(=O)Nc1ccc(F)cc1 do in these assays?
KB-3-1 cytotox: -12%; HT1080NT lethal: 0%; KB-V1 cytotox: -14%; SW480 rerep: -24%; HT1080 IDH1KD tx: 0%; D3 antag: 11; GLP-1R agonist: 6%; D3 ag: 1; IL1B secr inh: 31

How did CCC(=O)Nc1ccc(C(=O)Nc2c[nH]c(=O)[nH]c2=O)cc1 do in these assays?
KB-3-1 cytotox: -1%; HT1080NT lethal: 14%; KB-V1 cytotox: 9%; SW480 rerep: 1%; HT1080 IDH1KD tx: 0%; D3 antag: 10; GLP-1R agonist: 3%; D3 ag: 6; IL1B secr inh: 5

Results for O=C(CSc1nccn1-c1ccc(Cl)cc1)Nc1ccc2c(c1)OCO2 ?
KB-3-1 cytotox: 0%; HT1080NT lethal: -4%; KB-V1 cytotox: -17%; SW480 rerep: -1%; HT1080 IDH1KD tx: -8%; D3 antag: 0; GLP-1R agonist: 13%; D3 ag: -8; IL1B secr inh: -7

Results for Cc1cc(/C=N/Nc2ccc([N+](=O)[O-])cn2)c(C)n1-c1ccccc1 ?
KB-3-1 cytotox: 3%; HT1080NT lethal: 3%; KB-V1 cytotox: -26%; SW480 rerep: 2%; HT1080 IDH1KD tx: 5%; D3 antag: inconclusive; GLP-1R agonist: -8%; D3 ag: -4; IL1B secr inh: 7

How did CCN(C(=O)COc1cc(OC)ccc1C(C)=O)C1CCS(=O)(=O)C1 (stereo not drawn) do in these assays?
KB-3-1 cytotox: 2%; HT1080NT lethal: -3%; KB-V1 cytotox: 15%; SW480 rerep: 0%; HT1080 IDH1KD tx: 1%; D3 antag: -2; GLP-1R agonist: -2%; D3 ag: 0; IL1B secr inh: -8

How did CC(C)OCCCNC(=O)C1CCC(CNS(=O)(=O)c2ccc(Cl)cc2)CC1 (stereo not drawn) do in these assays?
KB-3-1 cytotox: -5%; HT1080NT lethal: -6%; KB-V1 cytotox: 0%; SW480 rerep: 12%; HT1080 IDH1KD tx: 1%; D3 antag: 22; GLP-1R agonist: 1%; D3 ag: 5; IL1B secr inh: 12

How did CCOc1ccc(C(=S)NC2CCCCC2)cc1OCC do in these assays?
KB-3-1 cytotox: 0%; HT1080NT lethal: -1%; KB-V1 cytotox: inconclusive; SW480 rerep: 1%; HT1080 IDH1KD tx: -4%; D3 antag: 0; GLP-1R agonist: 2%; D3 ag: 2; IL1B secr inh: -1

What do the screens show for `Cc1ccc(/C([O-])=C(/C(=S)NCCN2CCOCC2)[n+]2ccccc2)cc1[N+](=O)[O-]`?
KB-3-1 cytotox: -5%; HT1080NT lethal: 6%; KB-V1 cytotox: 1%; SW480 rerep: 1%; HT1080 IDH1KD tx: 1%; D3 antag: 0; GLP-1R agonist: -3%; D3 ag: -12; IL1B secr inh: 6

Results for COCC1CCN(C(=O)c2oc3c(F)cccc3c2C)C1 (stereo not drawn) ?
KB-3-1 cytotox: 22%; HT1080NT lethal: 14%; KB-V1 cytotox: -16%; SW480 rerep: inconclusive; HT1080 IDH1KD tx: 13%; D3 antag: -3; GLP-1R agonist: 15%; D3 ag: 9; IL1B secr inh: -21

What do the screens show for `COc1cc(/C=N/NC(=O)Cc2ccccc2)cc([N+](=O)[O-])c1O`?
KB-3-1 cytotox: -6%; HT1080NT lethal: 3%; KB-V1 cytotox: 13%; SW480 rerep: 0%; HT1080 IDH1KD tx: -1%; D3 antag: -56*; GLP-1R agonist: 0%; D3 ag: -7; IL1B secr inh: -16

What do the screens show for `COc1ccc(CNC(=O)C(c2cccs2)N(C(=O)c2csnn2)C2CC2)cc1` (stereo not drawn)?
KB-3-1 cytotox: 9%; HT1080NT lethal: -1%; KB-V1 cytotox: -11%; SW480 rerep: -3%; HT1080 IDH1KD tx: -1%; D3 antag: 7; GLP-1R agonist: 0%; D3 ag: 7; IL1B secr inh: -8

How did Cc1cc(C(=O)OCC(=O)Nc2c(F)cccc2F)c(C)n1-c1ccccc1 do in these assays?
KB-3-1 cytotox: -28%; HT1080NT lethal: -4%; KB-V1 cytotox: 0%; SW480 rerep: 26%; HT1080 IDH1KD tx: 1%; D3 antag: -18; GLP-1R agonist: 10%; D3 ag: -5; IL1B secr inh: -2

How did CCOC(=O)c1ccc(N=c2sc(C(=O)OC)cc(=O)n2Cc2ccco2)cc1 do in these assays?
KB-3-1 cytotox: inconclusive; HT1080NT lethal: inconclusive; KB-V1 cytotox: inconclusive; SW480 rerep: inconclusive; HT1080 IDH1KD tx: inconclusive; D3 antag: inconclusive; GLP-1R agonist: 7%; D3 ag: -11; IL1B secr inh: -22

What do the screens show for `O=C(NCCc1ccccc1Cl)C1CCC(=O)N(Cc2ccc(Cl)cc2)C1` (stereo not drawn)?
KB-3-1 cytotox: -5%; HT1080NT lethal: -9%; KB-V1 cytotox: -27%; SW480 rerep: -16%; HT1080 IDH1KD tx: -6%; D3 antag: -9; GLP-1R agonist: 0%; D3 ag: 1; IL1B secr inh: inactive

How did CCn1ccnc1CN(C)C(=O)CCc1nnc(CCCc2ccccc2)o1 do in these assays?
KB-3-1 cytotox: 9%; HT1080NT lethal: 0%; KB-V1 cytotox: 1%; SW480 rerep: 2%; HT1080 IDH1KD tx: 2%; D3 antag: 11; GLP-1R agonist: -2%; D3 ag: -7; IL1B secr inh: 2

What do the screens show for `CNc1c(NS(=O)(=O)c2ccc(OC)c(Cl)c2)c(=O)oc2ccccc12`?
KB-3-1 cytotox: 14%; HT1080NT lethal: -25%; KB-V1 cytotox: 0%; SW480 rerep: -9%; HT1080 IDH1KD tx: -5%; D3 antag: 6; GLP-1R agonist: 2%; D3 ag: 2; IL1B secr inh: 12

What do the screens show for `Cc1ccc(C(=O)C(C)Sc2nnc(N)s2)cc1` (stereo not drawn)?
KB-3-1 cytotox: 11%; HT1080NT lethal: 0%; KB-V1 cytotox: 1%; SW480 rerep: -3%; HT1080 IDH1KD tx: 9%; D3 antag: 14; GLP-1R agonist: -1%; D3 ag: -8; IL1B secr inh: 4

What do the screens show for `COCCC(=O)N1CCCC(C(=O)c2ccccc2SC)C1` (stereo not drawn)?
KB-3-1 cytotox: 0%; HT1080NT lethal: 10%; KB-V1 cytotox: -8%; SW480 rerep: -6%; HT1080 IDH1KD tx: 6%; D3 antag: -59*; GLP-1R agonist: 1%; D3 ag: -6; IL1B secr inh: 31

How did O=C(O)c1ccccc1-c1ccccc1C(=O)NCc1ccccc1F do in these assays?
KB-3-1 cytotox: 6%; HT1080NT lethal: 9%; KB-V1 cytotox: 2%; SW480 rerep: -3%; HT1080 IDH1KD tx: 6%; D3 antag: -3; GLP-1R agonist: -1%; D3 ag: -2; IL1B secr inh: 15

Results for COCCN1C(=O)N[C@@H](c2ccco2)C(C(C)=O)=C1C ?
KB-3-1 cytotox: -5%; HT1080NT lethal: 15%; KB-V1 cytotox: -3%; SW480 rerep: -4%; HT1080 IDH1KD tx: 10%; D3 antag: -15; GLP-1R agonist: -1%; D3 ag: -11; IL1B secr inh: 12

How did NC(=O)C1(N2CCCCC2)CCN(S(=O)(=O)c2cc(Cl)sc2Cl)CC1 do in these assays?
KB-3-1 cytotox: 22%; HT1080NT lethal: inconclusive; KB-V1 cytotox: -4%; SW480 rerep: -9%; HT1080 IDH1KD tx: -2%; D3 antag: -7; GLP-1R agonist: 13%; D3 ag: 0; IL1B secr inh: 2

Results for N#Cc1nc(-c2ccccc2F)oc1NCCc1ccccn1 ?
KB-3-1 cytotox: 5%; HT1080NT lethal: 3%; KB-V1 cytotox: 0%; SW480 rerep: -2%; HT1080 IDH1KD tx: 11%; D3 antag: 14; GLP-1R agonist: 0%; D3 ag: 5; IL1B secr inh: 6

What do the screens show for `O=C(CN1CCN(C(=O)c2ccccc2)CC1)NC(=O)NCCC1=CCCCC1`?
HT1080NT lethal: 0%; SW480 rerep: -3%; HT1080 IDH1KD tx: -1%; D3 antag: 23; GLP-1R agonist: 0%; D3 ag: -3; IL1B secr inh: -3

How did CCOC(=O)N1CCN(C(=O)CN2C(=O)COc3ccc(C(C)(C)C)cc32)CC1 do in these assays?
KB-3-1 cytotox: 8%; HT1080NT lethal: -7%; KB-V1 cytotox: -28%; SW480 rerep: 15%; HT1080 IDH1KD tx: 8%; D3 antag: 6; GLP-1R agonist: 5%; D3 ag: 1; IL1B secr inh: -8

How did Cc1cc(C)n2c(=S)[nH]nc2n1 do in these assays?
KB-3-1 cytotox: 1%; HT1080NT lethal: 9%; KB-V1 cytotox: 0%; SW480 rerep: inconclusive; HT1080 IDH1KD tx: 18%; D3 antag: -13; GLP-1R agonist: 0%; D3 ag: 0; IL1B secr inh: 23

Screening results as filed in PubChem BioAssay.
